S100A4 inh HTS: inhibitors of human S100A4 binding to myosin IIA peptide; inhibition, % at 10.7 µM; 0.14% of 360,000 active; AID 652163; S100A4/TAMRA-MyoIIA peptide fluorescence polarization;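 active = mean inhibition of at least 70% across replicates, with every replicate also reaching that level; inconclusive = mean inhibition reaches 70% but some replicates fall short; inactive = mean inhibition below 70%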
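Material: S100A4 monomer protein | Medium: HEPES pH 7.2 with CaCl2, KCl, NaCl, DTT, Triton | Reagent: Labelled myosin peptide probe, 5 nM | Doses: One dose per compound | Times: 5 min incubation before reading | Benchmarks: Neutral control DMSO, positive control TFP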
RAD52 inh: inhibitors of human RAD52 DNA annealing. P43351. recombinant RAD52 DNA annealing, FRET fluorescence. inhibition, % at 18.7 µM. 0.46% of 360,000 active;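 active = every replicate showing at least 50% inhibition; inconclusive = mean inhibition at least 50% but not in every replicate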
E-sel inducer: induces E-selectin expression in human endothelial cells. P16581. activation, % at 7.58 µM. 0.37% of 260,000 active. HUVEC E-selectin immunofluorescence imaging; normalized: neutral wells 0, TNF-alpha wells 100. AID 686992;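 active = mean E-selectin-positive cell signal at least 10% of the positive control, reached in at least 60% of replicates, without over 20% cell loss; inconclusive = no rule given, readout overlaps actives, possibly toxicity-flagged; inactive = the rest, including those meeting only one limit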;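 also: in these data hits start at about 27%; measured in HUVEC primary endothelial cells; signal is the percent of cells scored E-selectin positive by PE staining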
Target sequence (P16581 whole entry, looked up): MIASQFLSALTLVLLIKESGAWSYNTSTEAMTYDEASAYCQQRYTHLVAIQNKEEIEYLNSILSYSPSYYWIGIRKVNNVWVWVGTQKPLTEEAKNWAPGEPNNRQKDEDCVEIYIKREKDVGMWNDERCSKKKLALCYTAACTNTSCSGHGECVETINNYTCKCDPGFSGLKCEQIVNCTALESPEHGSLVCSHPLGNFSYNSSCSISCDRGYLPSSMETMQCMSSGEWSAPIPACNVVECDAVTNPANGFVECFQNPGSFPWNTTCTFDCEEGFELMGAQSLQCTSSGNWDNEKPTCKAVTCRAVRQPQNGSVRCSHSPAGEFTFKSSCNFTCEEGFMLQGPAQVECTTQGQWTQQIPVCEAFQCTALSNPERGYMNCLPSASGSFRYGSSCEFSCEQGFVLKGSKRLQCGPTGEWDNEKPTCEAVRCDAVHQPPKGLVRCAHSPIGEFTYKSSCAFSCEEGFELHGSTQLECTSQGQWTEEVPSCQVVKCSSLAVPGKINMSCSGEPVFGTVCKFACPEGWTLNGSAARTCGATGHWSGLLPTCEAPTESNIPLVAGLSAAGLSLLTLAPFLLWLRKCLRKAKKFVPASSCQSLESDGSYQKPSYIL
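Test system: HUVEC | Signal: Immunofluorescence imaging | Read-out: Percent E-selectin-positive cells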
ERAP1 inh: blocks human ERAP1 aminopeptidase activity. inhibition, % at 10.7 µM. 0.15% of 340,000 active. recombinant ERAP1, Leu-AMC fluorescence, 60 min. AID 652197;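 active = mean replicate inhibition of at least 30%, or all replicates individually reaching that 30% level; inactive = mean below 30% and not every replicate reaching it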;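 also: 0% = neutral control wells and 100% = L-leucinethiol positive control wells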
esBAF inh: blocks esBAF chromatin remodeling in mouse ES cells | Bmi1-luciferase knock-in reporter, 24 h; 100% = twice the neutral-well signal | reporter increase, % at 12.5 µM | 2% of 350,000 active; in the data active = activation above about 40%; inconclusive = no clear call, values can overlap the other calls;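 also: 0% = median of the plate's neutral control wells and 100% = double that signal; a rise in the Bmi1 reporter signal indicates esBAF inhibition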
ERp5 block: inhibitors of human ERp5. Q15084. ERp5 insulin aggregation, absorbance 650 nm, 90 min. inhibition, % at 9.99 µM. 0.05% of 350,000 active;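 active = mean replicate inhibition above about 25%, with every replicate also reaching it, limit read from the data, passing the limit was not always enough; inconclusive = only one of those two criteria met; inactive = neither criterion met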
Target sequence (Q15084 whole entry, looked up): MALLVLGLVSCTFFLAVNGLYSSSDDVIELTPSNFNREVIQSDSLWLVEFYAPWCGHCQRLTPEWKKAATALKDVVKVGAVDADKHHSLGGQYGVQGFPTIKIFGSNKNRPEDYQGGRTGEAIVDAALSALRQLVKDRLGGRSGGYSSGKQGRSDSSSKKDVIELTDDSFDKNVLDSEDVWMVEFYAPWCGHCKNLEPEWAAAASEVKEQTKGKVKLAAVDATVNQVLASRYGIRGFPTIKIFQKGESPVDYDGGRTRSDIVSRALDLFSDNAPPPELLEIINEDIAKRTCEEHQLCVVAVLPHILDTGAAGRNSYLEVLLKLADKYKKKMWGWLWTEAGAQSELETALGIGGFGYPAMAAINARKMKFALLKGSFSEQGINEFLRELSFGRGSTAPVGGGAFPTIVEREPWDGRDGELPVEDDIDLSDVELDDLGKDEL
XiGFP reactiv: activators of X-chromosome reactivation in mouse fibroblasts; XiGFP mouse fibroblasts, % GFP-positive cells imaging, 3 d; cells co-treated with 5-aza-dC sensitizer; scaled so ellipticine positive control = 100%; activation, % at 7.58 µM; 0.055% of 360,000 active; AID 743238;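 active = mean normalized replicate activation at least 10% and every replicate at or above 10%; inconclusive = only one of the two criteria met; inactive = mean below 10% and not all replicates reach 10%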;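 also: 0% = median of on-plate neutral control wells and 100% = ellipticine 6 µM median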
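System: 68-5-11 XiGFP fibroblast line; Timing: 3 days compound exposure; Compound dosing: one concentration, pinned; Benchmarks: positive control ellipticine, 6 µM final; Buffer or medium: DMEM containing 5-aza-dC.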
RAD54 inh: RAD54 (human) branch migration inhibition; 0.14% of 360,000 active; inhibition, % at 10.4 µM; Q92698; AID 602329; RAD54 Holliday junction branch migration, FAM/BHQ fluorescence;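 active = mean normalized replicate activity at least 40 and at least half of replicates scoring 40 or more; inconclusive = only one of the two criteria met; inactive = mean below 40 and under half of replicates reaching 40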;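 also: 0% = median of neutral control wells and 100% = median of positive control wells; inhibitors cause a drop in the FAM fluorescence signal; in these data hits start at about 50%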
Active calls of the source: *; ? = inconclusive; . = no result given; & = joins results of further samples.

The opening 2 compounds, ahead of the listing:
SMILES | S100A4 inh HTS | RAD52 inh | E-sel inducer | ERAP1 inh | esBAF inh | ERp5 block | XiGFP reactiv | RAD54 inh
Cc1ccc(C(=O)C=CNNC(=O)c2ccccc2)cc1 | 2 | -16 | -0.2 | 1 | 17 | 1 | 0.0 | -1
Cc1ccc(S(=O)(=O)N[C@H]2C=C[C@H](CC(=O)NCCc3ccncc3)O[C@@H]2CO)cc1 | -11 | -11 | 0.1 | -1 | -3 | -5 | 0.6 | 1

The listing (from the top)
SMILES | S100A4 inh HTS | RAD52 inh | E-sel inducer | ERAP1 inh | esBAF inh | ERp5 block | XiGFP reactiv | RAD54 inh
Cc1ccc(C(=O)C=CNNC(=O)c2ccccc2)cc1 | 2 | -16 | -0.2 | 1 | 17 | 1 | 0.0 | -1
Cc1ccc(S(=O)(=O)N[C@H]2C=C[C@H](CC(=O)NCCc3ccncc3)O[C@@H]2CO)cc1 | -11 | -11 | 0.1 | -1 | -3 | -5 | 0.6 | 1
O=C(CNC(=O)c1cccs1)NCC(=O)OCc1ccccc1Br | -1 | 4 | 1.5 | 1 | . | 2 | 0.1 | .
CCN(CC)CCN(C(=O)c1ccc(C(=O)c2ccccc2)cc1)c1nc2ccc(OC)cc2s1 | -9 | -1 | . | 2 | -4 | -2 | 0.3 | 2
Cc1cccc(NC(=O)C[n+]2ccccc2)c1 | 9 | 7 | . | 1 | -7 | -2 | 0.0 | -2
NNC(=O)c1sc(-c2ccccc2)cc1N | -3 | -63 | . | 4 | . | 9 | ? | .
COc1ccccc1-n1cnnc1SCC(=O)NC1CCCC1 | 1 | -8 | 0.2 | 0 | 5 | 0 | 0.0 | 6
O=C(NN=Cc1ccc([N+](=O)[O-])cc1)c1ccncc1 | 3 | 1 | -0.1 | 2 | 4 | -2 | 0.3 | -3
O=C(CSc1nnc(COc2ccc(F)cc2)o1)N1CCCCC1 | -3 | 0 | 0.0 | -5 | -5 | 5 | -0.1 | 0
CO[C@@H]1CN(C)C(=O)c2cc(NC(=O)C3CC3)ccc2OC[C@@H](C)N(Cc2cccc(F)c2)C[C@@H]1C | 3 | 6 | 4.0 | 2 | -2 | 0 | 0.0 | -8
Cc1ccc(NC(=O)NCc2c(C)nn(C)c2C)cc1Cl | -19 | -5 | -0.1 | 5 | . | 5 | 0.2 | .
CC(=O)Nc1ccc(C(=O)OCC(=O)N(Cc2ccccc2)C(C)(C)C)cc1 | -41 | -9 | . | 3 | -5 | 3 | . | 4
COC(=O)c1sc(-c2ccccc2)cc1NC(=O)c1ccc(OC)cc1 | 8 | -6 | 0.1 | 1 | . | -1 | 0.0 | .
Cc1ccc(-c2ccc3c(c2)O[C@H](CN(C)Cc2ccncc2)[C@H](C)CN([C@H](C)CO)S3(=O)=O)cc1 | -4 | -1 | . | -3 | -6 | -1 | -0.1 | -4
O=C(c1ccc(=O)[nH]c1)N1CCN(S(=O)(=O)c2ccccc2)CC1 | -5 | -12 | -0.4 | 3 | 0 | 3 | 0.2 | 2
C[C@H]1CCC[C@@]2(O[C@H](CCO)C[C@@H](O)[C@@H]2O)O1 | -8 | -7 | 0.0 | . | 0 | 3 | -0.3 | -9
CN(C)C(=O)c1cccc(-c2ccc([C@H]3[C@@H](C#N)N(C(=O)C4CCC4)[C@H]3CO)cc2)c1 | -11 | -12 | -0.1 | 1 | 7 | 0 | 0.0 | -7
CC[C@@H]1C=C(C(=O)O)[C@H](c2cccc(C)c2)N1S(=O)(=O)c1ccc(C)cc1 | 1 | -14 | 0.1 | 0 | -2 | 2 | -0.1 | -1
COc1ccc(CCNC(=O)C(NS(=O)(=O)c2cccc3nsnc23)C(C)C)cc1OC (centres undefined) | -5 | -10 | . | -5 | 0 | -1 | 0.1 | 1
CCc1nnc(N/N=C/c2ccc(O)c(OC)c2)n1N | 0 | -19 | -0.4 | -1 | -7 | 8 | 0.1 | -9
O=C(CSc1nc(-c2ccc(F)cc2)cc(C(F)(F)F)n1)NCCN1CCOCC1 | -1 | -5 | . | 4 | -6 | -3 | . | 16
CC(C)CC(c1nc2ccccc2[nH]1)n1c(-c2ccccc2Br)nc2ccccc21 (centres undefined) | 1 | -8 | 1.0 | 0 | -5 | 8 | -0.2 | -3
CCOC(=O)C1(C)CCCCN1C(=O)c1ccc(F)c(C)c1 (centres undefined) | -1 | -12 | -0.1 | 2 | -2 | -3 | 0.5 | -9
Cc1noc(C)c1S(=O)(=O)Nc1ccc2c(c1)C(=O)N([C@H](C)CO)C[C@@H](C)[C@H](CN(C)Cc1ccc(-c3ccccc3)cc1)O2 | -13 | -26 | 0.8 | 0 | 0 | -1 | 0.3 | -10
COc1ccc(C[C@@H]2CCc3cnnn3COC[C@@H](Cc3ccccc3)NC2=O)cc1 | 1 | 2 | -0.2 | 1 | . | -1 | 0.1 | .
O=C(CSc1nc(C(F)(F)F)cc(=O)[nH]1)Nc1nccs1 | 9 | -1 | -0.1 | -1 | -4 | 0 | 0.4 | -3
Cc1ccccc1-c1n[nH]c(=S)n1/N=C/c1ccc(-c2ccccc2Br)o1 | 0 | -29 | 3.9 | -1 | . | -3 | -0.1 | .
CC(C)c1nn(-c2cc(C(F)(F)F)ccn2)c(=O)o1 | 0 | -14 | 1.0 | . | -2 | 3 | 0.1 | -1
CC(C)(O)C#Cc1ccc([C@H]2[C@H](CO)N3CCCCN(C(=O)c4cccnc4)C[C@@H]23)cc1 | -2 | -18 | -0.3 | 0 | . | -6 | 0.1 | 0
COC(=O)c1nn(-c2ccccc2)c(Sc2ccc(Br)cc2)c1/C=N/O | 3 | -7 | . | 3 | -5 | 4 | . | 1
CC1(C)CCC(=O)N2CC[C@H]3C[C@H](OC(=O)Nc4ccccc4)C[C@@H]1[C@H]32 | 14 | -15 | -0.1 | -1 | 27 | 0 | 0.0 | 9
CCOc1ccc(C(=O)NC(C(=O)NCc2ccccc2OC)C(C)C)cc1 (centres undefined) | -1 | -15 | 2.2 | -2 | . | -3 | 0.0 | .
C[C@H](CO)N1C[C@H](C)[C@@H](CN(C)S(C)(=O)=O)OCc2cnnn2CCCC1=O | -28&9&12 | -4&1&-2 | -0.2&0.1 | -2&-3&3 | 2&4&-3 | 3&14&-3 | 0.0&0.1 | -15&-5&9
C[C@@H]1CN([C@H](C)CO)S(=O)(=O)c2ccc(C3=CCCC3)cc2O[C@H]1CN(C)CC1CCCC1 | 4 | -51 | -0.1 | -6 | -3 | 9 | 0.2 | -2
CCOc1ccc(/C=C2\NC(=S)NC2=O)cc1 | -16 | -13 | . | 5 | . | 7 | 0.0 | .
COc1cc2c(cc1OC)C(c1ccc([N+](=O)[O-])cc1)NCC2 (centres undefined) | -7 | 1 | . | -2 | 8 | 2 | 0.0 | 5
O=C(C[C@H]1C[C@H](C(=O)N2CCOCC2)[C@@]2(CCC3CCCC3)c3[nH]c4cc(-c5ccco5)ccc4c3CCN2C1=O)NCCc1ccccn1 | -5 | -44 | . | . | 13 | -5 | 0.0 | -9
C=CCNC(=O)c1ccc(C2SCC(=O)N2Cc2ccccc2)cc1 (centres undefined) | 8 | 0 | 6.0 | . | 3 | -2 | 0.6 | -5
COc1ccc(NC(=O)N[C@@H]2CC[C@@H](CCn3cc(-c4ccccc4)nn3)O[C@@H]2CO)cc1 | 9 | -6 | 4.5 | -1 | 5 | -1 | -0.7 | 0
CCCNC(=O)C[C@H]1CC[C@H]2[C@H](COc3ccc(NC(=O)Nc4ccccc4F)cc3C(=O)N2C)O1 | 5 | 6 | 0.1 | 1 | 6 | -5 | 0.0 | 3
CCC[N+](C)(C)C(C)C(OC(C)=O)c1ccccc1 (centres undefined) | -1 | -12 | 3.6 | 41* | . | 6 | -0.1 | -7
COc1ccc(S(=O)(=O)Nc2cccc3c2O[C@H](CN(C)Cc2ccncc2)[C@@H](C)CN([C@H](C)CO)C3=O)cc1 | -24&-2 | -5&7 | 0.6&0.1 | 3&-1 | 0&-8 | 6&-10 | 0.0&0.0 | -3&-3
C[C@H]1CN([C@@H](C)CO)S(=O)(=O)c2ccc(C#CCN(C)C)cc2O[C@@H]1CN(C)C(=O)Nc1ccccc1F | -6 | -21 | 0.3 | 1 | 1 | 1 | -0.5 | -4
CC(C(=O)N(C)C1CCS(=O)(=O)C1)N1C(=O)/C(=C/c2ccc(F)cc2)SC1=S (centres undefined) | -9 | -26 | . | 10 | -2 | -13 | 0.0 | .
O=C(Cc1ccc(F)cc1)OCC(=O)N1CCN(S(=O)(=O)c2ccc(Cl)cc2)CC1 | 0 | -8 | 2.2 | 0 | 3 | 0 | 0.2 | 13
O=C(Cc1c(F)cccc1Cl)N1CCCC1 | 8 | -8 | . | 0 | . | -3 | . | .
COc1ccccc1-c1ccc2c(c1)O[C@H](CN(C)C(=O)c1cccnc1)[C@H](C)CN([C@@H](C)CO)S2(=O)=O | 0 | -2 | 0.1 | 1 | -5 | 2 | -2.0 | 5
O=C(NCc1ccc2c(c1)OCO2)c1ccc(Cl)s1 | -6 | -9 | -0.4 | 0 | 16 | -5 | -0.2 | -8
Cc1ccc(S(=O)(=O)N2CCCCC2C)cc1[N+](=O)[O-] (centres undefined) | -4 | -8 | 1.6 | -3 | -9 | 1 | 0.0 | 0
CS(=O)(=O)N(CC(=O)Nc1ccccc1C(=O)N1CCOCC1)c1cccc([N+](=O)[O-])c1 | -4 | -3 | . | 0 | -1 | -3 | 0.4 | -4
C[C@H]1CN([C@@H](C)CO)C(=O)Cc2cc(NC(=O)CCN3CCOCC3)ccc2O[C@@H]1CN(C)C(=O)NC1CCCCC1 | -2 | -18 | 0.3 | -1 | 4 | 8 | -0.4 | -7
CCCNC(=O)CSc1nc(Cc2ccccc2)nc2ccccc12 | 0 | 0 | -0.4 | -4 | 0 | 1 | 0.0 | 4
CC(=O)OC[C@H]1O[C@@H](O[C@H]2C[C@]3(C)C(C[C@@H](O)C4C([C@]5(C)CC[C@@H](C(C)(C)O)O5)CC[C@]43C)[C@@]3(C)CC[C@H](O)C(C)(C)C23)[C@H](O[C@@H]2O[C@@H](C)[C@H](O)[C@@H](O)[C@H]2O)[C@@H](O)[C@@H]1O (some centres undefined) | 0 | 5 | -0.3 | -3 | 4 | 4 | 0.0 | 2
CC(C)(C)c1nnc(NC(=O)C2CC(=O)N(CCc3ccc(F)cc3)C2)s1 (centres undefined) | 14 | 1 | . | 10 | -2 | 1 | 0.1 | 2
CC(C)NC(=O)N1CCCCN2[C@H](CO)[C@H](c3ccc(C#Cc4ccccc4)cc3)[C@@H]2C1 | 5 | 1 | -0.4 | 1 | . | -5 | 0.1 | 1
CCOc1ccc(N2C(=O)CNC2=S)cc1 | 1 | -16 | 1.9 | 0 | 3 | 2 | 0.1 | -16
O=C(N[C@@H]1CC[C@@H](CCNS(=O)(=O)c2ccc(Cl)cc2)O[C@@H]1CO)c1cccc(F)c1 | 0 | -7 | -0.9 | 0 | 4 | 2 | 0.0 | 3
O=C(Nc1ccccc1Cl)Nc1ccnn1C1CCN(C(=O)c2cscn2)CC1 | -1 | -4 | . | 1 | -3 | -9 | 0.0 | 5
CC(=O)OCCN(CCOC(C)=O)c1c(C)[nH]c(=O)[nH]c1=O | -4 | -3 | . | -3 | -6 | -3 | . | 6
CCC(C)(C)C1CCC(=NNC(=S)Nc2ccccc2)CC1 (centres undefined) | 2 | -4 | 0.0 | 5 | 9 | 2 | 0.2 | 4

Assay outcomes: PubChem, Broad Institute
